# BoNT F protease – inhibitors of Botulinum neurotoxin F light chain protease. Multiplex microsphere protease cleavage assay, flow cytometry. inhibition, % at 10 µM. hit rate 0.22% among 360,000; in the data active means inhibition above about 35%, passing the limit was not always enough; inconclusive means no clear call, values can overlap the other calls; further: plate controls were buffer without enzyme for full effect and enzyme alone for no effect
# BoNT-A LC inh2 – BoNT A light chain protease inhibition; AID 588499; hit rate 0.17% among 360,000; inhibition, % at 10 µM; multiplex microsphere protease substrate cleavage, flow cytometry; in the data active means inhibition above about 30%; inconclusive means no clear call, values can overlap the other calls; further: plate controls were buffer without enzyme for full effect and enzyme alone for no effect
# PrPC TRFRET – inhibitors of human cell surface prion protein PrPC | P04156 | TR-FRET read-out | inhibition, % at 13.8 µM | hit rate 0.43% among 370,000 | AID 720596; in the data active means inhibition above about 24%; further: 0% = median of the test wells and 100% = reference compound wells
# GDH-TPI inh – GDH-TPI coupled enzyme inhibition counter-screen; GDH-TPI coupled enzyme counterscreen, NADH absorbance; inhibition, % at 4.8 µM; hit rate 1.2% among 360,000;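 further: 0% = DMSO wells and 100% = wells lacking the enzyme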
# FadD28 binding – blocks FadD28 binding to the bisubstrate probe | AID 588549 | inhibition, % at 12.5 µM | fluorescence polarization | hit rate 0.22% among 360,000; in the data active means inhibition above about 8.5%, passing the limit was not always enough; inconclusive means no clear call, values can overlap the other calls
# Mtb BioA inh – BioA (M. tuberculosis) enzyme inhibition; purified M. tuberculosis BioA enzyme, plate reader; inhibition, % at 9.99 µM; hit rate 0.096% among 360,000; AID 602481; in the data active means inhibition above about 40%; inconclusive means no clear call, values can overlap the other calls
# UGM FP inh – blocks M. tuberculosis UGM enzyme. hit rate 0.06% among 320,000. P9WIQ1. purified UGM, fluorescence polarization probe displacement. inhibition, % at 10 µM; in the data active means inhibition above about 10%, passing the limit was not always enough; inconclusive means no clear call, values can overlap the other calls
# Target sequence (P9WIQ1 whole entry, looked up): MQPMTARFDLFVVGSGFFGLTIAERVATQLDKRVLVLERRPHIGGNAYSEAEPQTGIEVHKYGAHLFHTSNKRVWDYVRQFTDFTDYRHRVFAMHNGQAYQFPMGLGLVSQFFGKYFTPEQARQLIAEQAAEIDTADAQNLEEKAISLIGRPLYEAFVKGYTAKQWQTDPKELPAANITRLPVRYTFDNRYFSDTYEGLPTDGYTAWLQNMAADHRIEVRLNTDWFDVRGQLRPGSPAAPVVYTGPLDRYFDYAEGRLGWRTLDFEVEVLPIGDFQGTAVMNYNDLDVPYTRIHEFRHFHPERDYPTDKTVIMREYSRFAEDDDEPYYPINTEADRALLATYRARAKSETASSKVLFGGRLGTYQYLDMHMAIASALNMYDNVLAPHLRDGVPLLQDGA
# CCHFV vOTU inh – blocks the CCHF virus ovarian tumor domain protease. CCHFV vOTU protease, Pep-AMC fluorescence. inhibition, % at 11.5 µM. hit rate 0.55% among 370,000; further: 0% = vehicle wells with enzyme and 100% = no enzyme wells
# FBA Mtb inh – Mtb fructose-bisphosphate aldolase inhibition; P9WQA3; purified M. tuberculosis FBA, fluorescence read-out; inhibition, % at 1 µM; hit rate 2.3% among 360,000; AID 588726; in the data active means inhibition above about 27%;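 further: 0% = vehicle and 100% = reference inhibitor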
# Target sequence (P9WQA3 whole entry, looked up): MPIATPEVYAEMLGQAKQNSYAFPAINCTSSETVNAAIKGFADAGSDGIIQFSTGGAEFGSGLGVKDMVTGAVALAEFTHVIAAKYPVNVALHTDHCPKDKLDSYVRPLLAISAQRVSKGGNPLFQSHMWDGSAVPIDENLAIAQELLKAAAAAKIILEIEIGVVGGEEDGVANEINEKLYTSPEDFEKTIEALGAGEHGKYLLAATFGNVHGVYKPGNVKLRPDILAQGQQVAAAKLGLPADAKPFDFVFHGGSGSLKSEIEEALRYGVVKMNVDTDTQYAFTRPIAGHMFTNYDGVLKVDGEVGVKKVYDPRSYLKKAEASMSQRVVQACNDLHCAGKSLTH
# The depositor's hits bear a star; ? = inconclusive; / = not tested or not shown. Unless noted, no stated cut-off is given here; in the data, active means inhibition above about 30%; inactive means the rest.
# Preview, 2 compounds:
no.	compound	BoNT F protease	Mtb BioA inh	FBA Mtb inh	FadD28 binding	BoNT-A LC inh2
1	Cn1c(SCC(=O)N2c3ccccc3Sc3ccc(Cl)cc32)nnc1-c1ccco1	1	-0.2	-4	-5.2	-0.2
2	CC(=O)c1ccc(OCCCC(=O)NC(C)c2ccc(S(N)(=O)=O)cc2)cc1 (configuration not stated)	0	/	0	-0.4	-0.5

no.	PrPC TRFRET	GDH-TPI inh	CCHFV vOTU inh	UGM FP inh
1	0	-3	1	0.3
2	2	2	11	-1.3

# Results, from the start:
no.	compound	BoNT F protease	Mtb BioA inh	FBA Mtb inh	FadD28 binding	BoNT-A LC inh2
1	Cn1c(SCC(=O)N2c3ccccc3Sc3ccc(Cl)cc32)nnc1-c1ccco1	1	-0.2	-4	-5.2	-0.2
2	CC(=O)c1ccc(OCCCC(=O)NC(C)c2ccc(S(N)(=O)=O)cc2)cc1 (configuration not stated)	0	/	0	-0.4	-0.5
3	O=C(COc1ccc2ccc(=O)oc2c1)NCCN1CCOCC1	6	1.8	27*	-1.9	0.2
4	CC(=O)Nc1cccc(NC(=O)CCN2C(=O)c3ccccc3S2(=O)=O)c1	?	2.3	4	-1.8	-7.1
5	O=C(Cn1ccc(NC(=O)OCc2ccccc2)nc1=O)NCCc1ccccn1	-3	0.0	-1	-1.1	-0.3
6	COc1ccc(N(CC(=O)NCc2ccco2)S(=O)(=O)c2ccccc2)cc1	6	/	-1	-1.9	1.6
7	O=C(Nc1nccs1)c1cc(S(=O)(=O)N2CCOCC2)c(Cl)cc1Cl	-6	/	7	1.1	-0.7
8	O=C(Nc1ccccc1N1CCOCC1)c1ccccc1NS(=O)(=O)c1ccc(F)cc1	-7	-0.2	17	-2.2	-0.6
9	Cc1cccc2c1=NC(=O)/C(=C/c1c(O)[nH]c(=O)[nH]c1=O)C=2	4	/	19	0.2	0.6
10	CCCCCCN1C[C@H](O)[C@@H](n2cc(-c3ccc(F)cc3)nn2)C[C@@H]1c1ccc(C)cc1	-5	-0.5	2	-2.5	-0.6
11	CCOC(=O)C1CCCN(C(=O)c2sc3nc(-c4ccc(OC)cc4)cn3c2C)C1 (configuration not stated)	-2	0.6	4	-0.8	1.1
12	CC(=O)Nc1cccc(C(=O)OCC(=O)NC2CCCCCCC2)c1	-4	1.3	11	-0.5	-0.3
13	COc1ccc(-c2noc(N3CCC(C(=O)N(C)c4ccccc4)CC3)n2)cc1	-7	-0.8	4	0.9	-1.1
14	N#Cc1ccccc1NC(=O)c1ccccc1OCC(=O)Nc1ccc2c(c1)oc1ccccc12	0	1.4	1	-2.0	-0.3
15	O=C(CN(Cc1ccccc1Cl)C(=O)c1csnn1)NC1CCCC1	10	1.2	3	1.1	0.3

no.	PrPC TRFRET	GDH-TPI inh	CCHFV vOTU inh	UGM FP inh
1	0	-3	1	0.3
2	2	2	11	-1.3
3	-11	25	-1	/
4	2	10	-1	1.0
5	-8	0	-9	-3.2
6	1	-4	0	1.1
7	-4	26	4	0.4
8	9	-6	16	3.4
9	1	17	5	1.6
10	-7	0	13	/
11	-22	1	-4	1.3
12	-5	10	10	2.5
13	13	8	-4	-0.1
14	-3	11	-1	-1.5
15	4	3	-2	-7.6

# (listing goes on)
no.	compound	BoNT F protease	Mtb BioA inh	FBA Mtb inh	FadD28 binding	BoNT-A LC inh2
16	Cc1ccccc1C1=NCC(=S)Nc2ccc(Cl)cc21	-2	-3.5	-3	0.0	1.4
17	COc1ccc(C(=O)COC(=O)CCN2C(=O)C3C4CC(C(Br)C4Br)C3C2=O)cc1 (configuration not stated)	4	0.6	1	-0.4	0.9
18	O=C(O)COc1ccc2oc3ccccc3c2c1	-1	-0.3	1	-4.8	-0.3
19	CCOc1nc(NC2CCCCC2)nc(NC(C)(C)C)n1	-15	-1.5	-1	-4.6	0.1
20	CCCCc1c(O)nc(SCC(=O)c2ccccc2)[nH]c1=O	-16	-1.5	-1	-2.7	-0.2
21	CC(=O)c1ccc(N2CCN(C(=O)C3(S(=O)(=O)c4ccc(Cl)cc4)CC3)CC2)cc1	0	2.7	3	-2.5	0.2
22	O=C(c1cccc(F)c1)N1CCN(C(=O)c2cc3nc(-c4ccco4)cc(C(F)(F)F)n3n2)CC1	-7	0.1	13	-0.6	-1.4
23	COc1cc(/C=C2\SC(N3CCCCC3)=NC2=O)cc(OC)c1OC	13	/	0	-1.1	-3.1
24	CN(NC1OC(=O)c2ccccc21)c1ncc(Cl)cc1C(F)(F)F (configuration not stated)	-9	-0.6	2	-11	-0.1
25	CCOCCn1c(=NC(=O)CSCC(=O)N2CCOCC2)sc2cc(OC)ccc21	-3	1.0	8	-0.4	0.7
26	N#Cc1cnn2cc(CCN3CCOCC3)c(-c3ccc(F)cc3)nc12	-2	1.6	16	-0.6	-0.6
27	CC(=O)c1ccc(S(=O)(=O)N2CCC(c3nc4ccccc4[nH]3)CC2)cc1	-3	-0.3	7	-0.2	1.3
28	O=P(CCN1CCCCC1)(c1ccccc1)c1ccccc1	2	-5.2	3	-0.8	0.8
29	COC(=O)c1cc(C)sc1NC(=O)CC1Nc2ccccc2NC1=O (configuration not stated)	0	-2.3	1	0.4	-1.3
30	O=C(Nc1cccc2ccccc12)c1cccc([N+](=O)[O-])c1	-18	-0.8	2	-2.4	-5.3

no.	PrPC TRFRET	GDH-TPI inh	CCHFV vOTU inh	UGM FP inh
16	4	6	3	1.7
17	4	7	-6	2.0
18	-3	-3	11	0.7
19	10	-3	15	2.9
20	-4	11	0	2.8
21	-4	34*	2	-1.3
22	-7	13	5	-0.9
23	-13	33*	13	1.9
24	-2	16	7	0.8
25	-4	29	2	4.0
26	-4	12	-15	-0.8
27	-12	2	5	-1.1
28	1	13	-5	4.2
29	23	1	-8	/
30	-6	-8	16	-0.6

# Next compounds.
no.	compound	BoNT F protease	Mtb BioA inh	FBA Mtb inh	FadD28 binding	BoNT-A LC inh2
31	CC(=O)C1=C(C)N(CC2CC2)C(=O)N[C@H]1c1ccc(Br)cc1	1	0.8	-2	1.2	-1.1
32	CCN(CC)CCCN(Cc1cc2cc(OC)c(OC)cc2[nH]c1=O)C(=O)Nc1ccccc1	-1	-0.6	13	-1.4	-0.3
33	COc1ccc(C[C@H]2CN3C(=NC[C@H]3Cc3ccccc3)N2CCNC(=O)CCC2CCCCC2)cc1	-17	3.5	0	-6.1	0.3
34	Cc1occc1C(=O)N/N=C/C1=C(N2CCOCC2)C(=C/c2ccc(Cl)cc2Cl)/CC1	-6	-0.7	-2	-3.4	0.0
35	Cc1ccc(N=Nc2ccc3ccccc3c2O)cc1	-42	-3.4	1	0.4	-0.9
36	O=C(CSc1nnc(C2CC2)n1C1CC1)N1CCN(c2ccc(O)cc2)CC1	-12	-0.8	2	-1.0	-0.2
37	Cc1cccc(Cn2c(N(C)Cc3ccccc3)nc3c2c(=O)[nH]c(=O)n3C)c1	-4	2.2	0	-3.2	-0.7
38	COc1ccccc1CN(C)S(=O)(=O)c1cccs1	4	-0.9	-1	-4.1	0.4
39	CCCn1nc(C(=O)NC2CC2)c2ccccc2c1=O	-4	-0.6	0	-0.2	3.8
40	Cc1sc(-c2ccccn2)nc1OC(=O)c1cccc(Cl)c1Cl	?	0.4	-1	-2.2	?
41	O=C(Nc1cc(=O)[nH]c(=O)[nH]1)c1cc(Cl)ccc1Cl	7	-1.0	2	-3.4	1.5
42	CC(C)(C)c1nc2c(s1)CCc1onc(-c3ccc(Br)cc3)c1-2	1	-3.1	-2	-2.7	-0.2
43	Cc1ccc([C@H]2C[C@@H](n3cc(C4CC4)nn3)[C@H](O)CN2Cc2cccs2)cc1	-6	0.8	-1	-1.4	-0.5
44	CCCCNC(=O)N1CCCN(c2ccc(C#N)cn2)CC1	-2	1.0	-2	-1.0	1.1
45	CCCCn1c(O)c2n(c1=O)Cc1ccccc1N=C2c1ccc(C)cc1	-5	-5.6	3	0.2	-0.6

no.	PrPC TRFRET	GDH-TPI inh	CCHFV vOTU inh	UGM FP inh
31	1	6	-7	-1.1
32	0	14	-13	1.1
33	-1	-2	17	-0.9
34	5	0	-6	/
35	-10	2	12	1.1
36	2	1	-6	/
37	14	5	9	0.4
38	0	-8	1	1.2
39	-1	-2	-2	0.0
40	-2	6	-7	1.2
41	10	-3	5	1.5
42	-4	5	4	3.4
43	-9	-4	-7	/
44	2	-2	6	-1.8
45	5	/	17	/

# (cont.)
no.	compound	BoNT F protease	Mtb BioA inh	FBA Mtb inh	FadD28 binding	BoNT-A LC inh2
46	S=C(NCCN1CCOCC1)Nc1ccc(-c2nc3ccccc3[nH]2)cc1	0	/	6	-1.5	-1.2
47	CC(C)(C)c1ccccc1NC(=S)NCc1ccccc1	-10	/	-8	-3.6	0.0
48	CN(C)CC1CCC/C(=C\c2ccc(OC(=O)c3ccc(Cl)cc3)cc2)C1=O (configuration not stated)	0	/	-1	-2.9	0.3
49	Cc1cc(Br)c2nc3c(c(C(=O)O)c2c1)CCCCC3	-12	/	-3	-2.1	0.8
50	Cc1ccc(-c2nnc(SCC(=O)N/N=C/c3ccc(C)s3)n2-c2ccccc2)cc1	1	/	4	-0.5	0.4
51	CC1CCCCC1NC(=O)COC(=O)c1ccc2c(c1)OCCO2 (configuration not stated)	-1	-0.5	2	-1.6	-0.4
52	O=C(CSc1nnc(CNC(=O)c2ccc(F)cc2)o1)NCC1CCCO1 (configuration not stated)	-7	-1.2	-1	1.2	-1.2
53	CCn1c(=O)c(C(=O)NCCNCCO)c(O)c2ccccc21	0	0.4	4	-2.7	-0.3
54	Nc1nc(SCC(=O)NCCO)nc2sc3c(c12)CCCC3	6	/	5	-2.9	3.0
55	COc1ccc(N=Cc2nc(-c3ccco3)oc2O)cc1	0	-3.1	-5	-1.8	-0.8
56	O=C(Nc1cccc(C(F)(F)F)c1)C1Cc2c(-c3ccccc3Oc3ccccc3)ccnc2O1 (configuration not stated)	3	-0.8	0	-1.4	-0.1
57	Cc1ccccc1/C=C/C(=O)NCC(=O)N1CCC(N(C)C2CCCCC2C)CC1 (configuration not stated)	2	/	-2	-1.5	-0.3
58	Cn1nc(C(=O)NC2CCCCC2)c2c1-c1ccccc1S(=O)(=O)C2	-7	-2.4	6	-2.0	-1.3
59	CC(C)[C@H](NS(=O)(=O)c1ccccc1)C(=O)OCC(=O)NC(=O)c1cccn1C	0	/	0	-1.3	0.5
60	CCOC(=O)N1CCN(S(=O)(=O)c2cccc3nsnc23)CC1	21	-1.0	-2	-2.8	1.0

no.	PrPC TRFRET	GDH-TPI inh	CCHFV vOTU inh	UGM FP inh
46	10	3	8	1.5
47	4	-11	-1	-0.4
48	10	-1	-2	/
49	117*	10	-16	8.4
50	-7	6	-3	0.2
51	-7	6	-3	-0.2
52	0	9	3	0.3
53	7	1	-6	-3.3
54	9	-2	3	2.6
55	0	11	10	5.1
56	3	7	13	/
57	-12	6	-13	3.3
58	-3	4	-3	-0.2
59	-4	-5	7	-2.2
60	-32	2	9	-0.5

# Three structures out of the list, ordered by length of the SMILES, rising.
no.	compound	BoNT F protease	Mtb BioA inh	FBA Mtb inh	FadD28 binding	BoNT-A LC inh2
51	CC1CCCCC1NC(=O)COC(=O)c1ccc2c(c1)OCCO2 (configuration not stated)	-1	-0.5	2	-1.6	-0.4
60	CCOC(=O)N1CCN(S(=O)(=O)c2cccc3nsnc23)CC1	21	-1.0	-2	-2.8	1.0
58	Cn1nc(C(=O)NC2CCCCC2)c2c1-c1ccccc1S(=O)(=O)C2	-7	-2.4	6	-2.0	-1.3

no.	PrPC TRFRET	GDH-TPI inh	CCHFV vOTU inh	UGM FP inh
51	-7	6	-3	-0.2
60	-32	2	9	-0.5
58	-3	4	-3	-0.2

# Carrying on:
no.	compound	BoNT F protease	Mtb BioA inh	FBA Mtb inh	FadD28 binding	BoNT-A LC inh2
61	COc1ccc(S(=O)(=O)N2CCC(C(=O)Nc3ccc(S(=O)(=O)N4CCCC4)cc3)CC2)cc1OC	-2	-1.1	17	-5.8	-0.5
62	COc1ccc(Br)cc1/C=C/C(=O)OCC(=O)NCCc1ccc(S(N)(=O)=O)cc1	-9	-1.0	4	-1.6	0.0
63	Cc1ccc(C(=O)NC(=S)NNC(=O)c2ccccc2)cc1	/	0.0	0	0.4	/
64	COc1cc(S(=O)(=O)NC2CCCCC2)c(C)cc1C	-2	/	-2	-4.4	0.2

no.	PrPC TRFRET	GDH-TPI inh	CCHFV vOTU inh	UGM FP inh
61	8	-2	19	-0.3
62	0	21	-23	/
63	6	21	14	1.2
64	4	-2	9	1.8

# Bioassay records: PubChem BioAssay, several laboratories
